# Yfh1-off respiration: enhancers of respiration in Yfh1-depleted yeast, dose response, Friedreich's ataxia, plus single-dose screen (AID 1465); S. cerevisiae Yfh1-off respiration, WST-1 reduction, 72 h; higher fold induction means a stronger effect; fold induction at 50 µM, or EC50 in µM where a hit was titrated; actives 0.074% (n = 220,000);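 active = fold induction of absorbance versus untreated yeast above a set limit, then at least 30% activation at any dose in follow-up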;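 also: activators that raise dye reduction in frataxin-depleted yeast; strong numbers were not always called active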
# Autophagy HCS: autophagy modulation, high-content screen. MEF GFP-LC3 puncta imaging; test concentration mostly 10 µM. calls only at 10 µM (by protocol). actives 0.98% (n = 190,000). AID 463193;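 active = percentage of spot-positive cells more than 3 SD above its plate mean, without a fluorescence outlier flag or 80% toxicity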;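 also: spot-positive cell cutoff set from DMSO-treated cells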
# NOD2 inhibition: inhibition of NOD2-driven NF-kB reporter – cell-based, luminescence, uHTS, HEK293 (AID 1566). actives 0.63% (n = 290,000). inhibition, % at 4 µM; hits with a dose series show EC50 in µM. HEK293 NOD2/NF-kB luciferase reporter, luminescence; higher % means a stronger effect; in the data active = inhibition above about 50%; also: many of its hits are not listed in these tables
# Hep lipid drop: modulators of hepatic lipid droplet formation; actives 0.4% (n = 240,000); AID 1656; AML12 mouse hepatocytes, oleate lipid droplets, BODIPY imaging; inhibition, % at 6.5 µM;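 active = lipid droplet intensity inhibited by at least 50%, with more than 500 cells counted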
#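 Test system: AML12 hepatocytes (mouse); reagent: oleate loading, 100 µM; dosing: one dose, 6.5 µM compound; incubation: overnight exposure; signal: fluorescence imaging, 20x objective, two fields per well; read-out basis: % inhibition of corrected integrated BODIPY droplet signal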
# Dynein cargo inh: dynein cargo transport inhibition; actives 0.47% (n = 220,000); z-score, hits read low; 3617.4 mouse cells, GR-EGFP nuclear translocation imaging; test concentration mostly 20 µM; stimulated with dexamethasone, 1 µM; hits give low values; AID 1381;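 active = plate z-score of nuclear minus cytoplasmic receptor signal below a set negative limit, without overly bright fluorescence or cell loss, cut at about -3.5 in these data, passing the limit was not always enough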;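 also: z-score of nuclear minus cytoplasmic ring GR-EGFP intensity difference per well; some compounds called inactive have numbers as strong as hits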
#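 Schedule: 48 h induction, then 1 h compound, then 30 min agonist, 37 °C. Buffer or medium: tetracycline-free induction medium containing charcoal-stripped FBS. Reagent: 1.0 µM final dexamethasone stimulus. Evaluation: nuclear versus cytoplasmic GR-EGFP signal, averaged per well. Signal: high-content fluorescence imaging after fixation.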
# WT yeast gro inh: growth inhibition of WT yeast, mitochondrial fusion screen; mitochondrial fusion phenotypic screen, WT strain; inhibition, % at 10 µM; actives 2.1% (n = 190,000); in the data active = inhibition above about 58%; tested in S. cerevisiae
# Ins promoter up: MIN6 insulin promoter up-regulation; MIN6 insulin promoter-GFP reporter, high-content imaging; hits give high values; z-score at 5 µM; actives 0.3% (n = 190,000);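 active = z-score above 3 at 5 µM with at least 500 cells counted in the well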
# bCat nuc transl: alters nuclear translocation of beta-catenin in HeLa cells. nuclear translocation activity, % at 5 µM. actives 0.3% (n = 190,000). immunofluorescence imaging;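 active = nuclear translocation activity above 50% at 5 µM, with a well cell count of 50 or more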;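 also: per-cell ratio of nuclear to cytoplasmic median beta-catenin stain intensity; plate controls were DMSO negative control for no effect and GSK-3 inhibitor IX positive control for full effect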
#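 Test system: human HeLa cells, native beta-catenin. Compound dosing: 5 µM primary single dose, 0.1% DMSO, 0.02–20 µM confirmation series. Incubation: compound exposure 24 h at 37°C. Detection: beta-catenin immunostaining with DAPI counterstain, 20x imaging, 6 fields/well. Read-out basis: Nuclear/cytoplasmic beta-catenin signal ratio, % activation.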
# MT stabilizer: stabilizes microtubules in HeLa cells; HeLa tubulin immunostaining HCS, 24 h; share of cells brighter than vehicle mean+2SD; % tubulin-high responders, % at 10 µM; actives 0.83% (n = 200,000);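 active = plate Z-score above 3 for both tubulin-high and condensed-nucleus cell shares, with cell loss under 80%, at 10 µM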;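 also: anti alpha tubulin signal scored within the nucleus-defined area of each cell; some results filed as inactive read as strong as hits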
# WT yeast gro inh mutant strain: recorded beside WT yeast gro inh, whose call it bears; inhibition, %; mitochondrial fusion phenotypic screen, mutant strain inhibition
# Dynein cargo inh cytoplasmic EGFP: recorded beside Dynein cargo inh, whose call it bears; z-score; measured here: cytoplasmic GR-EGFP intensity; hits give high values
# Dynein cargo inh nuclear GR-EGFP: second read-out of Dynein cargo inh, no call of its own (marks repeat the call); z-score; measured here: nuclear GR-EGFP intensity;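 lower value marks the stronger effect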
# Dynein cargo inh cell count: recorded beside Dynein cargo inh, whose call it bears; z-score; measured here: cell count per field
# Ins promoter up cell count: also measured in Ins promoter up; calls as there; cell count; measured here: cytotoxicity, nuclei count;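 total cells summed across four imaged fields per well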
# Hep lipid drop cells 6.5 µM: also measured in Hep lipid drop; calls as there; cell count; measured here: cell count, cytotoxicity flag;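 cells counted across two imaged fields per well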
# bCat nuc transl cell count 5 µM: recorded beside bCat nuc transl, whose call it bears; cell count; measured here: cell count, cytotoxicity flag
# MT stabilizer Hoechst-high %: second read-out of MT stabilizer, no call of its own (marks repeat the call); % Hoechst-high responders; measured here: nuclear condensation Hoechst responders;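 share of cells brighter than vehicle mean plus two SD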
# MT stabilizer cytotoxicity %: second read-out of MT stabilizer, no call of its own (marks repeat the call); toxicity, %; measured here: cytotoxicity by cell density;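 0% = mean cell density of plate MIN control wells and 100% = no cells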
# Autophagy HCS cell loss 18 h: recorded beside Autophagy HCS, whose call it bears; toxicity, %; measured here: cell loss, nuclei count;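 cell loss after 18 h compound exposure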
# Active calls of the source: *; i = inactive; x = not tested or not shown. A portion of the library. The share of hits here may be higher or lower than overall.
smiles,Yfh1-off respiration,Autophagy HCS,Autophagy HCS cell loss 18 h,NOD2 inhibition,Hep lipid drop,Hep lipid drop cells 6.5 µM,Dynein cargo inh,Dynein cargo inh cytoplasmic EGFP,Dynein cargo inh nuclear GR-EGFP,Dynein cargo inh cell count,WT yeast gro inh,WT yeast gro inh mutant strain,Ins promoter up,Ins promoter up cell count,bCat nuc transl,bCat nuc transl cell count 5 µM,MT stabilizer,MT stabilizer Hoechst-high %,MT stabilizer cytotoxicity %
COc1ccc(OCC(=O)NC(=S)Nc2ccc(S(=O)(=O)Nc3cc(OC)nc(OC)n3)cc2)cc1,i,i,-10,24%,-8,718,-1,-0.33,-0.69,0.73,-16,-16,-0.22,1208,0.0,214,1.7,1.9,6.2
CCC(=O)NCCc1nc2ccccc2n1Cc1ccc(C)cc1,i,i,1,8%,x,x,-1.2,-0.22,-1.1,0.96,6,1,0.57,1448,-0.7,1387,1.6,1.2,3.0
Cn1c(=O)cc(OCC(=O)NCc2cccnc2)c2ccccc21,i,i,-7,-8%,x,x,-0.52,-0.21,-0.18,0.052,-12,-24,x,x,x,x,1.6,2.0,6.8
NS(=O)(=O)c1ccc(CCNC(=O)c2ccccc2[N+](=O)[O-])cc1,i,i,26,19%,3,611,0.29,-0.23,0.49,0.0079,-1,14,0.07,1254,0.3,470,4.8,1.2,1.8
Cc1nc(Nc2nc(CSc3nc4ccccc4[nH]3)cc(=O)[nH]2)nc2ccccc12,i,i,5,19%,2,557,-0.017,-0.23,0.15,0.21,-1,1,-0.54,1044,5.0,186,3.6,1.8,21
O=C1NC2(CCN(Cc3ccccc3)CC2)Oc2ccccc21,i,i,-46,8%,0,725,1.2,-0.32,0.7,0.17,2,4,x,x,-1.1,1205,3.9,2.3,8.6
O=C(CSc1nc2ccccc2c(=O)n1Cc1ccco1)N1CCCC1,i,i,-16,13%,-7,707,-0.0048,-0.41,-0.52,1.2,-20,-14,-2.4,1384,-0.3,1493,1.9,1.1,6.7
Cc1ccc(OCC(=O)N2CCCC(CCC(=O)N(C)CCc3ccccn3)C2)cc1 (stereo not drawn),i,i,21,-7%,-19,649,-0.49,-0.2,-0.33,-0.41,-16,-15,x,x,-2.7,1008,1.6,1.7,3.5
CCOc1cc(NC(=S)NCc2ccco2)c(OCC)cc1NC(C)=O,i,i,-6,11%,x,x,-0.41,0.38,-0.15,0.39,-6,-8,0.21,1557,-1.2,1397,0.8,1.7,8.2
Cc1ccc(CC2CC(=O)N(c3nc4ccccc4n3C)C2=O)cc1 (stereo not drawn),i,i,-3,5%,-1,734,-0.4,-0.29,-0.18,0.24,-6,-87,x,x,0.1,1231,0.9,1.1,5.2
CC(C)c1onc(C(=O)NCc2ccccc2)c1[N+](=O)[O-],i,i,9,4%,0,614,1.4,-0.12,0.41,-0.75,11,-10,x,x,-0.8,985,5.3,2.4,2.6
O=C(/C=C\NCC(=O)c1ccccc1)c1ccccc1,i,i,-2,13%,x,x,1.6,-0.17,0.25,-1.2,4,-43,0.08,1502,-0.4,1302,1.7,1.2,0.8
O=C(OCc1nc2ccccc2[n+]([O-])c1C(=O)c1ccccc1)c1ccco1,i,x,x,30%,7,794,-0.34,-0.074,0.21,0.35,x,x,x,x,0.5,1281,x,x,x
CC(C)Oc1ccc(C2C(C#N)=C(N)Oc3c2oc(CO)cc3=O)cc1 (stereo not drawn),i,i,-2,15%,-4,686,-0.34,-0.13,-0.16,0.32,8,-10,-0.34,1215,1.4,1072,4.2,1.5,3.2
CCN1C(=O)c2cccc3c(S(=O)(=O)NCCCN4CCOCC4)ccc1c23,i,i,4,12%,x,x,-0.5,-0.41,-0.035,0.23,-7,2,0.25,1679,0.2,1354,2.9,1.8,4.6
O=S(=O)(c1ccccc1)c1nc(-c2ccco2)oc1Nc1ccccc1,i,i,10,-5%,4,665,0.16,-0.34,-0.33,0.59,14,9,0.55,1350,-1.9,554,2.3,2.7,5.4
O=C(Nc1ccc(F)cc1F)C1CCN(C(=O)c2ccc(Br)cc2)CC1,i,i,21,-1%,9,658,0.42,-0.26,0.23,-0.3,6,6,-0.39,1628,-0.1,1052,3.5,1.5,6.4
O=C(Nc1ccc2c(c1)OCO2)C1CCN(Cc2cnn(-c3ccccc3)c2-n2cccc2)CC1,i,i,10,-31%,-7,827,0.95,-0.033,1,-0.74,12,-5,x,x,-3.8,1131,1.6,1.4,2.5
COc1ccc(-c2n[nH]c(=S)n2-c2ccc3c(c2)OCCO3)cc1,i,i,2,7%,8,726,0.38,-0.24,0.59,-0.85,-3,10,-0.13,1340,-1.7,936,3.9,2.1,5.2
Cc1ccc(-c2nn(CC(=O)NCc3cc(-c4nn(C)c(=O)c5ccccc45)ccc3C)c(=O)c3ccccc23)cc1,x,i,-5,7%,-1,752,-0.39,-0.21,-0.2,0.3,6,0,0.17,862,-2.3,1279,1.4,1.1,1.6

# Pulled one by one from above, 3 records:
smiles,Yfh1-off respiration,Autophagy HCS,Autophagy HCS cell loss 18 h,NOD2 inhibition,Hep lipid drop,Hep lipid drop cells 6.5 µM,Dynein cargo inh,Dynein cargo inh cytoplasmic EGFP,Dynein cargo inh nuclear GR-EGFP,Dynein cargo inh cell count,WT yeast gro inh,WT yeast gro inh mutant strain,Ins promoter up,Ins promoter up cell count,bCat nuc transl,bCat nuc transl cell count 5 µM,MT stabilizer,MT stabilizer Hoechst-high %,MT stabilizer cytotoxicity %
CC(C)Oc1ccc(C2C(C#N)=C(N)Oc3c2oc(CO)cc3=O)cc1 (stereo not drawn),i,i,-2,15%,-4,686,-0.34,-0.13,-0.16,0.32,8,-10,-0.34,1215,1.4,1072,4.2,1.5,3.2
O=C(Nc1ccc2c(c1)OCO2)C1CCN(Cc2cnn(-c3ccccc3)c2-n2cccc2)CC1,i,i,10,-31%,-7,827,0.95,-0.033,1,-0.74,12,-5,x,x,-3.8,1131,1.6,1.4,2.5
CC(C)c1onc(C(=O)NCc2ccccc2)c1[N+](=O)[O-],i,i,9,4%,0,614,1.4,-0.12,0.41,-0.75,11,-10,x,x,-0.8,985,5.3,2.4,2.6

# The list continues:
smiles,Yfh1-off respiration,Autophagy HCS,Autophagy HCS cell loss 18 h,NOD2 inhibition,Hep lipid drop,Hep lipid drop cells 6.5 µM,Dynein cargo inh,Dynein cargo inh cytoplasmic EGFP,Dynein cargo inh nuclear GR-EGFP,Dynein cargo inh cell count,WT yeast gro inh,WT yeast gro inh mutant strain,Ins promoter up,Ins promoter up cell count,bCat nuc transl,bCat nuc transl cell count 5 µM,MT stabilizer,MT stabilizer Hoechst-high %,MT stabilizer cytotoxicity %
CC(C)(C)c1ccccc1OCC(=O)NCCC(=O)O,i,i,10,10%,x,x,2.6,-0.2,1.4,-0.54,0,18,0.32,1314,-6.2,797,5.0,1.9,24
CCc1nc2ccccc2n1CC(=O)N(C(C)CC)C1CCS(=O)(=O)C1 (stereo not drawn),i,i,2,6%,x,x,0.53,-0.29,-0.1,0.21,9,-6,0.61,1105,-2.2,700,4.0,1.3,2.4
N=C1C(=O)OCC1c1ccccc1NC(=O)CN1CCCCC1 (stereo not drawn),i,i,-3,17%,0,746,0.042,-0.21,0.15,-0.92,-6,-24,-0.03,1087,x,x,4.9,1.5,5.5
O=C(CSc1nnc(-c2ccccc2)c(-c2ccccc2)n1)Nc1ncc(Cl)cc1Cl,i,i,9,-10%,-3,633,0.1,-0.24,-0.086,-0.051,36,-3,0.41,1358,-1.6,1127,4.0,2.7,5.2
Nc1nc(CSC(=S)N2CCOCC2)nc(Nc2ccc(F)cc2)n1,i,i,-8,-28%,0,646,1.6,0.049,1,-1.4,1,-11,-0.6,1423,-2.9,1133,5.0,1.8,9.2
CC(C(=O)N1CCN(C)CC1)N1C(=O)c2ccccc2C1=O (stereo not drawn),i,i,12,0%,0,785,-0.42,-0.22,-0.25,0.38,1,-9,1.5,915,-1.4,1139,1.9,1.9,2.1
CC(Sc1ccccc1)C(=O)Nc1cccc(N(C)S(C)(=O)=O)c1 (stereo not drawn),i,i,-2,3%,-7,764,-0.54,-0.27,-0.045,-0.46,6,8,0.22,1273,5.0,1089,3.0,1.9,16
Cc1ncoc1C(=O)Nc1cccc(Cl)c1,i,i,-41,-22%,x,x,-0.26,-0.09,0.31,0.0089,-28,-20,2.9,1227,-3.0,830,2.8,3.9,7.2
COc1ccc2c(c1)CCc1c(C(=O)NCCc3ccc(OC)c(OC)c3)noc1-2,i,i,3,27%,28,639,-0.033,-0.37,-0.15,-0.025,-3,11,-0.22,1891,-1.1,1153,3.7,1.9,15
C=CCOC(=O)Nc1c(C(=O)OC)[nH]c2ccccc12,i,i,-11,32%,x,x,-0.057,-0.19,-0.00096,-0.12,-3,-14,0.86,1306,0.7,999,2.0,2.1,13
COC(=O)c1sc(N)c(C(=O)OC)c1CSc1nnc(-c2ccccc2Cl)n1C,i,i,-5,7%,x,x,-0.13,-0.2,-0.075,0.4,38,19,-0.52,1255,-3.0,1026,2.0,2.2,13
COc1ccc(C(=O)NC(=S)Nc2ccc(N3CCCC3)cc2)cc1OC,i,i,9,11%,-1,519,0.43,-0.21,0.33,-0.1,2,1,0.4,1382,-0.7,1081,1.8,1.5,9.1
COCCn1cnnc1SCC(=O)Nc1cccc(S(=O)(=O)N(C)c2ccccc2)c1,i,i,-24,18%,2,694,-0.31,-0.062,-0.13,-0.19,2,2,0.06,1623,0.6,961,1.9,1.2,4.6

# From PubChem BioAssay
